# Screening data as filed in PubChem BioAssay.
# ARNT-TACC3 inh: disrupts binding between human ARNT and TACC3. inhibition, % at 9.99 µM. AlphaScreen His-ARNT PAS-B/GST-TACC3 binding, luminescence; TACC3 fragment carries E629A point mutation. AID 623870. Q9Y6A5. actives 0.66% (n = 390,000);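 active = mean inhibition of replicates at least 50% and at least half of replicates each reaching 50%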;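 also: 0% = complete ARNT plus TACC3 wells and 100% = ARNT alone without TACC3; many hits fall short of the cut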
# CASP6 VEID inh: inhibitors of human caspase-6; actives 0.53% (n = 350,000); P55212; inhibition, % at 12.5 µM; purified caspase-6, Z-VEID-R110 cleavage fluorescence;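 active = mean inhibition across replicates at least about 35%, with every replicate also reaching that limit, limit read from the data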;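 also: 0% = median of neutral control wells and 100% = no fluorescence left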
# Target sequence (P55212 24-179 limits assumed): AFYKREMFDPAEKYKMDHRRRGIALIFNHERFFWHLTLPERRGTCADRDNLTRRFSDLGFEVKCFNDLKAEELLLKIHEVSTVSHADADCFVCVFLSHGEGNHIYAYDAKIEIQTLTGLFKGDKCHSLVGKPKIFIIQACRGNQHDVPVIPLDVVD
# Target sequence (P55212 194-293 limits assumed): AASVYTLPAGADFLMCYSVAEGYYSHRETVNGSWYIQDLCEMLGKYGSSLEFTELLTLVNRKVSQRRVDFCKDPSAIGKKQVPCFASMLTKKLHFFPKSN
# ERp5 inh: inhibitors of human ERp5; actives 0.05% (n = 350,000); inhibition, % at 9.99 µM; Q15084; ERp5 insulin aggregation, absorbance 650 nm, 90 min; AID 651711;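 active = mean replicate inhibition above about 25%, with every replicate also reaching it, limit read from the data, passing the limit was not always enough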
# E-selectin induc: induces E-selectin expression in human endothelial cells; actives 0.37% (n = 260,000); HUVEC E-selectin immunofluorescence imaging; normalized: neutral wells 0, TNF-alpha wells 100; activation, % at 7.58 µM; P16581; AID 686992;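 active = mean E-selectin-positive cell signal at least 10% of the positive control, reached in at least 60% of replicates, without over 20% cell loss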;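 also: in these data hits start at about 27%; measured in HUVEC primary endothelial cells; signal is the percent of cells scored E-selectin positive by PE staining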
#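 Read-out basis: % PE-positive cells; Test system: HUVEC primary endothelial cells; Technique: immunofluorescence imaging; Dosing: single-point compound dose.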
# esBAF inh: SWI/SNF esBAF complex inhibition | mouse ES cells, Bmi1-luciferase knock-in reporter, 24 h; 100% = twice the neutral-well signal | reporter increase, % at 12.5 µM | actives 2% (n = 350,000); in the data active = activation above about 40%;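 also: 0% = median of the plate's neutral control wells and 100% = double that signal; a rise in the Bmi1 reporter signal indicates esBAF inhibition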
# RAD52 anneal inh: blocks human RAD52 DNA annealing | P43351 | recombinant RAD52 DNA annealing, FRET fluorescence | inhibition, % at 18.7 µM | actives 0.46% (n = 360,000) | AID 651710;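 active = every replicate showing at least 50% inhibition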
# PglD inh: blocks C. jejuni PglD acetyltransferase activity; purified PglD enzyme, DTNB colorimetric CoA detection; inhibition, % at 12.5 µM; actives 0.098% (n = 360,000); AID 602405; in the data active = inhibition above about 16%, passing the limit was not always enough; also: strong numbers were not always called active
# RAD54 inh: blocks human RAD54 Holliday junction branch migration. FAM/BHQ fluorescence. Q92698. actives 0.14% (n = 360,000). inhibition, % at 10.4 µM;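 active = mean normalized replicate activity at least 40 and at least half of replicates scoring 40 or more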;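 also: 0% = median of neutral control wells and 100% = median of positive control wells; inhibitors cause a drop in the FAM fluorescence signal; in these data hits start at about 50%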
# Target sequence (Q92698 whole entry, looked up): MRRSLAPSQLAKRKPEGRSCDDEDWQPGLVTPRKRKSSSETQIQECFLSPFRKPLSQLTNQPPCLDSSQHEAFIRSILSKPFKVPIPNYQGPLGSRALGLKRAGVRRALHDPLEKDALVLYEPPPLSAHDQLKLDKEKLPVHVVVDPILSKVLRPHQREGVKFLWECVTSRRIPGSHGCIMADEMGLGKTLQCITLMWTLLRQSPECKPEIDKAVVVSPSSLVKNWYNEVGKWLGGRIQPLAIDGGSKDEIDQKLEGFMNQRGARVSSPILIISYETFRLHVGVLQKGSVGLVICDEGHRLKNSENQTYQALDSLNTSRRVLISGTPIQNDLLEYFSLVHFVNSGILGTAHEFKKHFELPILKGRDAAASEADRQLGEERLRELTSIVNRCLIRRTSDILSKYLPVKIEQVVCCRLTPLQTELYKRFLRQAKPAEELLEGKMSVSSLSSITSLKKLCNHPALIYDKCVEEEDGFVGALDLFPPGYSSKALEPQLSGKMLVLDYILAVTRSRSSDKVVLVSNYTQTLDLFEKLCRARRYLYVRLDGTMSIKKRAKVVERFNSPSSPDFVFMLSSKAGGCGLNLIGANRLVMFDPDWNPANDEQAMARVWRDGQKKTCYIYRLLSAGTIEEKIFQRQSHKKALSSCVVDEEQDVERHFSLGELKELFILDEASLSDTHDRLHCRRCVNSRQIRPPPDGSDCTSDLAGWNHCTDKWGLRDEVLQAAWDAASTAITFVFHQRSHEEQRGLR
# An asterisk follows results filed as active; nt = not tested or not shown; & = joins results of further samples.
SMILES,ARNT-TACC3 inh,CASP6 VEID inh,ERp5 inh,E-selectin induc,esBAF inh,RAD52 anneal inh,PglD inh,RAD54 inh
O=C(c1ccncc1)N1CC[C@@H]2[C@H]1c1cc(-c3ccc(F)cc3)ccc1N[C@@H]2CO,-1,5,-2,0.6,-1,-122,0,4
O=C(c1ccccc1)C1(c2ccccc2)OC1c1ccccc1 (stereo not given),0,-8,-1,0.8,14,3,-1,-8
CCOC(=O)Cc1ccc(Nc2nc(NCc3ccccc3)nc3ccsc23)cc1,nt,-2,-1,0.0,1,-20,-1,-3
COC(=O)c1sccc1NC(=O)NC1CCCCC1,-4,2,-7,0.8,29,-14,nt,nt
C[C@@H]1CN([C@@H](C)CO)C(=O)c2cc(NC(=O)Nc3ccccc3)ccc2O[C@@H](C)CCCCO[C@@H]1CN(C)C(=O)CCC(F)(F)F,-3,0,1,-0.1,-5,2,1,-13
C[C@H]1CN([C@@H](C)CO)C(=O)Cc2cc(NC(=O)Nc3ccc(F)cc3)ccc2O[C@@H]1CN(C)CC1CCCCC1,12,0,4,-0.6,7,10,1,6
Cc1ccc(CC(=O)Nc2cc([N+](=O)[O-])ccc2F)cc1,-5,-3,-5,nt,nt,-4,nt,nt
Cc1cc(NS(=O)(=O)c2ccc(NC(=O)CN3C(=O)c4ccccc4C3=O)cc2)nc(C)n1,-4,nt,nt,nt,6,nt,-1,-8
C[C@H]1CN([C@@H](C)CO)C(=O)c2cc(C#CCc3ccccc3)cnc2O[C@H]1CN(C)Cc1ccccn1,10,1,1,-2.0,1,-2,0,-6
CCOC(=O)N1CCC2CC1c1cc(-c3cccc(OC)c3)ccc12 (stereo not given),-4,4,-2,0.4,6,1,1,-2
C[C@H](NC(=O)[C@@H]1[C@@H](CO)[C@@H]2Cn3c(cccc3=O)[C@@H]2N1S(C)(=O)=O)c1ccccc1,-4,0,-3,-0.1,2,-1,2,-2
Cc1cccc(/C(N)=N/OC(=O)N2c3ccccc3Sc3ccccc32)c1,11,nt,nt,nt,3,nt,-3,-18
CCCc1ccccc1OCCNS(=O)(=O)c1cc2c(cc1C)OCC(=O)N2,-3,6,1,nt,nt,-13,0,1
OC[C@H]1[C@H](c2ccc(C#Cc3ccccc3F)cc2)[C@@H]2CN(CC3CCOCC3)CCCCN12,10,2,-1,1.1,0,46,0,1
O=[N+]([O-])c1ccc(Cl)c(/C=N/N2CCN(c3ccccc3)CC2)c1,8,1,4,nt,4,-7,-3,14
Cc1cc(C(F)F)n2ncc(C(=O)NCc3ccccc3F)c2n1,2,0,6,nt,nt,-5,nt,nt
COc1ccc(-n2ccnc2SCC(=O)NC2CCCC2)cc1,-1,-2,2,0.2,-5,-9,-7,0
COc1ccccc1NC(=O)Oc1cccc(OC(=O)c2ccccc2)c1,nt,2,3,20,1,-4,-5,-11
Cc1ccccc1CSc1nn2c(=O)c(C)nnc2s1,32,3,2,2.1,nt,-6,nt,nt
COCCNC(=O)C(c1ccc(O)cc1)N(C(=O)CCC(=O)Nc1nccs1)c1cccc(C)c1 (stereo not given),-6,0,-1,-0.1,nt,-22,nt,nt
Cc1ccc(/C=N/NC(=O)c2nnn(-c3nonc3N)c2CN(C)c2ccccc2)s1,-1,0,0,nt,-1,-10,1,10
CCC(C)(C)NC(=O)CN(C(=O)CCC(=O)Nc1cc(C)ccn1)c1ccc2c(c1)OCO2,0,nt,nt,nt,-1,nt,-1,5
CNC(=O)C[C@@H]1CC[C@H]2[C@H](COc3ccc(NC(=O)Nc4ccc(F)cc4)cc3C(=O)N2C)O1,14,-4,-1,0.6,6,1,1,-8
C[C@@H]1CCCCO[C@@H](CN(C)Cc2ccc(C(F)(F)F)cc2)[C@H](C)CN([C@H](C)CO)C(=O)c2cc(NC(=O)Nc3ccccc3)ccc2O1,-16,nt,nt,0.2,5,nt,-1,7
O=C1c2c(Br)c(Br)c(Br)c(Br)c2C(=O)N1c1ccccn1,-13,0,-4,0.1,-4,-33,-4,13
# Additional structures follow:
SMILES,ARNT-TACC3 inh,CASP6 VEID inh,ERp5 inh,E-selectin induc,esBAF inh,RAD52 anneal inh,PglD inh,RAD54 inh
CN(c1ccccc1)S(=O)(=O)c1cccc(C(=O)NCC(c2cccs2)N2CCOCC2)c1 (stereo not given),nt,0,0,0.4,-6,-29,-4,-8
CCOCCCNC(=O)CN1CCN(Cc2ccccc2C)C1=O,-6,-1,1,0.0,-10,-81,-2,2
O=C(CN1CCN(c2ccc(O)cc2)CC1)NC(=O)NCc1ccco1,-12,2,-2,-2.2,nt,3,-6,-5
C[C@@H]1CCCCO[C@@H](CN(C)Cc2ccncc2)[C@@H](C)CN([C@H](C)CO)C(=O)c2cc(NC(=O)Nc3ccccc3)ccc2O1,3,-2,1,0.2,nt,-3,-1,2
CCNC(=O)C[C@H]1CC[C@@H]2[C@H](COc3ccc(NC(=O)NC(C)C)cc3C(=O)N2C)O1,3,-4,10,-0.1,0,12,1,-1
CCCn1c(=O)c(C(=O)NCc2ccccn2)c(O)c2ccccc21,17,nt,nt,nt,8,nt,3,-1
NC(=O)C1(N2CCCCC2)CCN(Cc2nc(-c3cccs3)no2)CC1,7,-1,7,0.4,3,-16,nt,nt
COC(=O)C1=C(O)/C(=C\c2sccc2C)N=C1C,-2,1,-3,nt,nt,-11,5,-8
Cc1ccc(C(=O)CSc2nc3cc(S(=O)(=O)N4CCOCC4)ccc3o2)cc1,0,nt,nt,nt,-12,nt,0,-1
COC(=O)C1=CN(Cc2ccc(OC)cc2)C=C(C(=O)OC)C1c1cccs1,1,-1,0,nt,nt,-15,nt,nt
CC(=O)Nc1ccc(NC2=Nc3ccccc3N3C2=Nc2c(c(C)nn2-c2ccccc2)C3c2ccccc2)cc1 (stereo not given),nt,0,-3,nt,nt,-12,-6,-2
COc1ccc(C(=O)O/N=C(\N)c2ccccn2)cc1,nt,nt,1,nt,-71,-5,-5,-9
CCCCn1c(=O)cc(O)c2ccccc21,3,nt,nt,nt,-3,nt,0,-11
CC(C)(C)c1ccccc1OCC(=O)Nc1ncn[nH]1,8,nt,nt,nt,0,nt,-1,7
CCN(CC)C(=O)N1CCN(S(=O)(=O)c2ccc(C)cc2)CC1,-11,nt,nt,nt,7,nt,0,-2
C[C@@H]1CN([C@H](C)CO)S(=O)(=O)c2ccc(-c3cncnc3)cc2O[C@H]1CN(C)C(=O)c1cccc(F)c1,-11,0,-8,0.2,0,-13,0,9
CCCNC(=O)C[C@@H]1CC[C@H]2[C@H](COc3ccc(NC(=O)C4CCOCC4)cc3C(=O)N2C)O1,-2,2,-4,0.0,-1,-2,1,-2
CS(=O)(=O)N1CCN(c2ccc([N+](=O)[O-])cc2C(F)(F)F)CC1,-2,-2,6,1.4,nt,-4,nt,nt
Cc1ccc(NC(=O)c2cc(NC(=O)CCC(=O)O)ccc2N2CCCCC2)cc1,7,16,-11,nt,3,2,7,-4
Cc1c(OCC(=O)NCC(O)c2ccccc2)ccc2c3c(c(=O)oc12)CCC3 (stereo not given),-2,-2,5,nt,-2,-13,-3,5
CC1(C)Cc2cccc(OCC(=O)N3CCN(c4ccccc4Cl)CC3)c2O1,-2,-1,-8,0.6,-6,4,2,8
N=c1ccn2c(n1)O[C@H]1[C@@H](CO)[C@H](O)O[C@H]12,34,2,-7,0.1,-25,8,0,-6
Cc1ccccc1Cn1cc(C)c(=O)[nH]c1=O,4,-4,8,-0.2,-2,-11,-1,1
Cc1cccc(N2CCN(C(=O)Cn3cnc4c3c(=O)n(C)c(=O)n4C)CC2)c1C,2,nt,nt,nt,1,nt,-1,-1
O=C1C(=O)N(Cc2cccnc2)C(c2cccc([N+](=O)[O-])c2)/C1=C(\O)c1ccc2c(c1)OCCO2 (stereo not given),-16,-2,nt,nt,-3,-13,6,-8
# Next results.
SMILES,ARNT-TACC3 inh,CASP6 VEID inh,ERp5 inh,E-selectin induc,esBAF inh,RAD52 anneal inh,PglD inh,RAD54 inh
O=C(Cc1ccccc1)c1nnc(-c2ccccc2)o1,0,-3,1,nt,nt,0,nt,nt
C[C@]12C=CC(=O)C=C1CC[C@@H]1[C@@H]2[C@@H](O)C[C@@]2(C)[C@H]1CC[C@]2(O)C(=O)CO,4,-1,-4,0.0,7,-8,-2,2
COc1ccccc1CN1C[C@H](C)[C@@H](OC)CN(C)C(=O)c2cc(NC(C)=O)ccc2OC[C@H]1C,0,nt,-6,0.0,3,9,-2,-1
O=c1nc2ccccc2c(NS(=O)(=O)c2ccccc2)n1-c1ccccc1,-6,nt,nt,nt,0,nt,2,0
CCCNC(=O)N1C[C@H](O)COC[C@H]2O[C@@H](CC(=O)N[C@@H]3CCN(Cc4ccccc4)C3)CC[C@@H]21,20,1&-2,1&0,0.0&-3.6,-6,6&-14,2,-11
Nc1cc(Cl)ccc1C(=O)OCC(=O)N1CCCC1,1,0,7,nt,29,-6,1,0
CCN(C(=O)CSc1nncn1-c1ccccc1)c1c(N)n(Cc2ccccc2)c(=O)[nH]c1=O,-1,-1,4,nt,nt,-12,-12,-6
COC(=O)[C@H](CCSC)NC(=O)Nc1cc(C)ccc1C,-2,nt,nt,nt,-7,nt,-2,0
CCOC(=O)c1cc(-c2csc(N/N=C/c3ccccc3Cl)n2)on1,-5,0,3,nt,nt,-21,nt,nt
COCCN1CN=C(NS(=O)(=O)c2ccc(C)cc2)NC1,25,2,9,0.1,-5,-4,-9,-6
CCOc1ccc(CNC(=O)CCS(=O)(=O)c2ccc3c(c2)oc(=O)n3C)cc1,0,1,1,nt,-5,10,0,7
COc1ccc(NC(=O)C2CCN(S(=O)(=O)c3cccc4cccnc34)CC2)cc1,1,0,-2,nt,15,-24,-2,7
O=S1(=O)N[C@H](Cc2ccccc2)COc2cccc(N3CCCCC3)c21,nt,-4,-3,1.8,nt,-102,nt,nt
CCOC(=O)c1cc(C#N)c(SCc2cccc3ccccc23)nc1C,2,nt,nt,nt,2,nt,-3,0
CC(C)(C)c1ccc(OCC(=O)N/N=C/C2CC=CCC2)cc1 (stereo not given),25*,0,2,-0.3,nt,-2,nt,nt
O=C(NCc1ccco1)C1CCN(C(=O)c2ccc(Cl)cc2Cl)CC1,-1,5,-1,nt,1,-7,3,-4
OC(CCc1ccncc1)COc1ccccc1 (stereo not given),0,5,1,-0.1,-2,-3,0,3
CCc1ccc(-c2cc(C)no2)cc1S(=O)(=O)N1CCN(c2ccccn2)CC1,-13,-4,5,nt,6,0,-3,3
CC(C)NC(=O)Nc1ccc2c(c1)CC(=O)N([C@H](C)CO)C[C@H](C)[C@H](CN(C)CC1CCCCC1)O2,-13,-1,-2,0.2,4,18,10,-6
CCCc1noc2c1C(c1cc(Br)ccc1F)C(C#N)=C(N)N2 (stereo not given),-4,3,1,-1.4,0,-3,0,2
CC(=O)Nc1cccc(OCCCNC(=O)c2cccc3ccccc23)c1,-7,1,-3,0.1,12,-6,4,5
COc1ccc(C2CC(=O)C(C=NCCN3CCN(C(C)=O)CC3)=C(O)C2)cc1 (stereo not given),-3,nt,nt,nt,-5,nt,1,-8
C/C(=N\NC(=O)c1nnn(-c2nonc2N)c1CN1CCOCC1)c1ccc(CC(C)C)cc1,-1,2,-2,1.4,5,-10,-2,2
C[C@H](CO)N1C[C@H](C)[C@@H](CN(C)C(=O)Nc2ccnc(N3CCOCC3)c2)OCc2cn(nn2)CCCC1=O,-1,2&-1,-3&5,1.0,1,7&-4,-1,6
CCN(CC)c1ccc(NC(=O)c2ccc(Br)o2)c(C)c1,-2,nt,nt,nt,22,nt,-3,-5
COc1ccc(NC(=O)N(C)C[C@@H]2OCCCC[C@H](C)Oc3ccc(NS(=O)(=O)c4ccccc4)cc3C(=O)N([C@H](C)CO)C[C@@H]2C)cc1,6,1,5,0.9,16,-12,2,-12
